Screening results deposited in PubChem BioAssay by NCI.
Growth percent in the NCI-60 one-dose screen (48 h, 10 µM unless noted): 100 = growth as untreated, 0 = no growth, -100 = all killed.
MDA-MB-231 = MDA-MB-231 breast cancer. 5% of 81,000 active
SR = SR leukemia cells. 8.7% of 73,000 active
T-47D = T-47D breast cancer. 5% of 79,000 active
K-562 = K-562 leukemia | 7.4% of 78,000 active | AID 1794777
MCF7 = MCF7 breast cancer; 6.3% of 82,000 active
HS 578T = HS 578T breast cancer; 4.1% of 78,000 active; AID 1794788
MDA-MB-468 = MDA-MB-468 breast cancer; 8.5% of 78,000 active
BT-549 = BT-549 breast cancer; AID 1794793; 4.4% of 78,000 active
Active calls of the source: *; . = no result given; [ ] = another dose, or the depositor's remark. The calls were made as follows: active = growth percent below 10; inactive = the rest. Hits appear at their usual frequency. Share with any hit: about 14%.

Every second line gives: SR	MDA-MB-468	K-562	T-47D	BT-549	MDA-MB-231	MCF7	HS 578T
CCCCCCCC(O)(CCCCCCC)CCCCCCC
    105	95	104	.	64	.	94	116
CC(C)(C)CC(C)(C)Nc1c(-c2c(O)c3ccccc3oc2=O)nc2sccn12
    111	87	101	85	111	93	92	96
Cc1ccc(NC(=O)CSc2nc3ccccc3c(=O)n2CCc2ccccc2)cc1
    .	72	.	56	94	77	77	60
CC(=O)OC(C)C[N+](C)(C)C (configuration not stated)
    .	108	110	97	101	96	92	120
Cn1ccnc1C(=O)/C=C/c1ccc(C(=O)Nc2ccc(S(F)(F)(F)(F)F)cc2)cc1
    1.8*	14	2.2*	28	40	22	13	24
C[C@]12CC[C@@H]3c4cc([N+](=O)[O-])c(O)cc4CC[C@H]3[C@@H]1CC[C@@H]2O
    67	96	50	.	96	95	105	97
CC(=O)Nc1ccc(S(=O)(=O)OCCCl)cc1
    107	92	98	102	125	93	98	106
OC(CBr)c1ccc(Cl)c(Cl)c1 (configuration not stated)
    88	112	107	107	113	.	90	.
CC(=O)C1CCC2C3CC(C)=C4CC(O)CCC4(C)C3CCC12C (configuration not stated)
    90	109	86	.	100	101	100	103
CC1(C)CC[C@]2(C(=O)O)CC[C@]3(C)C(=CCC4[C@@]5(C)C[C@@H](O)[C@@H]6OC(c7ccco7)OC[C@@]6(C)C5CC[C@]43C)C2C1 (some centres not stated)
    18	8.2*	21	46	14	60	21	31
Clc1ccccc1NCSC1=NCCS1
    92	110	113	106	100	107	101	133
O=S(=O)(NCCCNc1nccc(-c2c(-c3cccc(F)c3)nc3sccn23)n1)c1cccc2ccccc12
    62	59	15	18	65	4.1*	37	56
NS(=O)(=O)c1ccc(-n2cc(-c3cccc(NC(=O)c4cc(N5CCOCC5)cc(C(F)(F)F)c4)c3)nn2)cc1
    .	69	.	47	.	37	73	48
Cc1cc(O)c(C=NC(=S)c2ccncc2)c(=O)o1
    96	116	108	85	100	98	99	110
CCOC(=O)c1c2c(n(-c3ccc(OC)cc3)c1-c1ccccc1)C=CCC2
    75	104	69	61	94	88	90	99
COc1ccc2cc([C@@H]3C[C@@H]3CCO)ccc2c1
    96	86	100	88	.	89	103	101
N#Cc1ccnc2ccccc12
    97	104	111	96	101	110	100	103
O=C1COCCN1c1ccc(NCc2cn(Cc3ccc(F)cc3)c3ccccc23)cc1
    94	-67*	28	-20*	.	85	4.8*	72
CC1(C)CC(=O)C2=C(C1)N(c1ccc(OC(F)(F)F)cc1)C(N)=C(C#N)C2c1ccc(Br)cc1F (configuration not stated)
    76	56	75	79	69	61	83	24
CC(C)Sc1nc(-c2ccc(Br)cc2)c(C#N)c(N2CCCCC2)n1
    106	94	116	94	109	91	93	107
COc1ccc(C(C)=C(c2ccc(OCCCN(C)C)cc2)c2ccc(OCCCN(C)C)cc2)cc1
    .	-88*	.	-76*	-78*	-97*	-69*	-68*
Cc1ccc2sc3c(Cl)nc4ccccc4c3c(=O)c2c1
    .	114	97	97	.	88	90	84
CCOC(=O)c1cc(C(=O)c2cc(OC)cc(OC)c2)n2ccncc12
    82	87	76	80	92	94	72	97
NC(N)=Nc1ccc(Oc2cccc(NC(N)=Nc3ccc(Br)c(C(F)(F)F)c3)c2)cc1
    4.9*	4.7*	29	56	46	61	32	34
COc1ccc(Oc2nc(Nc3ccc(N4CCOCC4)cc3)ncc2NC(N)=O)cc1
    72	102	96	78	98	90	94	88
CCc1c(C)c2ccc(O)c(-c3cc(-c4ccccc4)c(C#N)c(N)n3)c2oc1=O
    76	94	.	74	87	72	83	96
CS(=O)(=O)c1nsc(N)n1
    99	109	99	95	107	106	100	103
O=S(=O)(Nc1ccccc1-c1ccccc1)c1ccccc1
    103	87	73	74	85	87	107	102
Cc1nc2sc(C(=O)Nc3ccccc3)c(N)c2cc1C(=O)c1ccccc1
    8.3*	9.7*	32	46	68	58	12	13
CNC(=O)OCn1cnc(Cl)c1Cl
    96	103	102	98	90	111	99	101
CCc1cc(O)ccc1Nc1cc(-c2ccc(O)cc2)[nH]n1
    78	99	55	95	73	96	76	105
COc1ccc(C(=O)n2c(C)ccc2C)cc1
    85	117	95	101	101	133	98	.
S=C(S)Nc1cccc2ccccc12
    89	105	82	91	94	78	91	94
COc1ccc(-c2cc3ccccc3[nH]2)cc1
    92	.	88	78	101	94	91	109
C#CCn1cc(C(=O)c2ccccc2O)cc(-c2ccccc2)c1=O
    .	96	73	71	90	105	98	96
C=CN(C(=O)N1CCN(c2cc3c(cc2F)c(=O)c(C(=O)O)cn3C2CC2)CC1)c1nc(-c2ccc(OC)cc2)cs1
    20	13	22	44	15	22	8.5*	20
CN(C)CCOc1ccc(/C(=C(/CCCCCCCCCC[P+](c2ccccc2)(c2ccccc2)c2ccccc2)c2ccccc2)c2ccccc2)cc1
    -53*	.	-39*	-56*	-78*	-83*	-78*	-36*
O=C(Nc1cccc2c1CCCC2)c1cc2ccccc2cc1O
    18	34	17	32	27	35	63	47
Nc1c(-c2ccc(-c3ccccc3)cc2)nc2cnccn12
    83	98	80	88	91	101	89	116
Cc1ccc2c(c1)C(=O)N(Cc1ccc(S(N)(=O)=O)cc1)C2=O
    74	108	117	96	103	103	101	104
COc1ccc(/C=C2\C(=O)Nc3ccccc32)cc1OCc1ccccn1
    .	70	80	68	98	.	58	83
Cc1ccc(C)c2c1sc1nc3nc4sc5ccccc5n4c(=N)c3c(=O)n12
    79	89	132	79	115	94	51	95
COc1cc(C(=O)c2cc(C)c3[nH]c4ccc(O)cc4c3c2C)cc(OC)c1OC
    .	-23*	7.1*	39	-1.6*	28	11	38
CCCCCN1C=C/C(=C\C(=O)N(C)c2cccc3ccccc23)c2ccccc21
    82	71	77	88	99	106	91	100
COC1=C(OC)C(=O)C(SCCC(=O)OCCCCCC(C)C)=C(C)C1=O
    97	81	115	109	79	97	84	108
CCCCn1c(=O)[nH]c(N)c(C(c2ccc(F)cc2)c2c(N)[nH]c(=O)n(CCCC)c2=O)c1=O
    42	51	53	40	.	63	47	81
N#CC1=C(N)Oc2cc(N)ccc2C1c1cccnc1 (configuration not stated)
    71	98	83	94	88	101	89	82
CNC(=O)c1cc(Oc2ccc(NC(=O)Nc3ccc(Cl)c(C(C)C)c3)c(F)c2)ccn1
    66	39	30	33	55	60	57	66
O=C1OC(c2ccccc2)N/C1=C\c1ccc2c(c1)OCO2 (configuration not stated)
    84	115	105	106	100	108	93	101
Cc1ccc([N+](=O)[O-])cc1N
    94	98	96	103	.	109	94	109
COc1ccc(CN2C(=O)CSC2c2cc3ccccc3[nH]c2=O)cc1OC (configuration not stated)
    .	98	104	90	96	96	.	114
Cc1ccc(/C=[N+](\[O-])c2ccccc2)cc1
    131	119	124	97	112	120	102	116
CC(=O)NS(=O)(=O)c1ccc(NCc2nc3ccccc3c(=O)[nH]2)cc1
    97	97	90	102	91	106	81	102
COc1ccc(-c2nc3ccccn3c2/C=C/C(=O)c2cc(OC)c(OC)c(OC)c2)cc1OC
    27	8.9*	15	2.5*	-0.1*	21	4.0*	6.0*
CC(=O)Nc1ccccc1-c1n[nH]c(=O)[nH]c1=O
    107	102	107	97	112	104	101	78
O=C(/C=C/c1cccc(Cl)c1)c1ccc(Nc2nc(Nc3ccc(F)cc3)nc(Nc3ccc(Cl)cc3)n2)cc1
    76	.	80	113	172	110	230	110
Cc1ccc2sc3c(NCCCNCCO)nc4ccccc4c3c(=O)c2c1
    2.9*	43	-48*	-39*	90	24	-79*	44
CN(C)CCOc1ccc(C(=O)C2[C@H](c3ccc(Cl)cc3)[C@@H](c3ccccc3)NC23C(=O)Nc2ccc(Cl)cc23)cc1 (some centres not stated)
    -77*	-92*	-76*	-82*	-98*	-94*	-82*	-29*
COc1ccc(NC(=O)C2CC3C=CC2C3)c([N+](=O)[O-])c1 (configuration not stated)
    85	93	89	98	139	93	101	95
C=C(C)COP(=O)(OCC(=C)C)OCC(=C)C
    .	109	112	101	97	109	98	112

(listing goes on)
Every second line gives: SR	MDA-MB-468	K-562	T-47D	BT-549	MDA-MB-231	MCF7	HS 578T
CCCn1cc2c(=O)nc3sc(Cc4ccc(OC)cc4)c(C)n3c2n1
    75	104	76	98	105	99	91	106
O=c1c2sc3ncc(Cl)cc3c2nnn1-c1ccccc1
    88	102	93	90	98	128	98	.
COc1ccc(Cn2cc3c(c2-c2cc(OC)c(OC)c(OC)c2)CCc2cnoc2-3)cc1N
    15	-10*	15	43	26	20	16	10
COc1ccc(/C=C/C(=O)c2c(C)nc3ccccc3c2/C=C/c2ccccc2)cc1
    .	73	51	44	76	73	48	82
COC12C=C/C(=C(/C(=O)OCc3ccncn3)C(=O)CCCCCCCCC3(OC)C=C/C(=C(/C(=O)OCc4ccncn4)C(=O)CCCCCCCC1)O3)O2
    -16*	-46*	-5.6*	25	-27*	11	5.9*	38
COc1ccc(NC(=S)Nc2nc3c(=O)[nH]nc(-c4ccc(Br)cc4)c3s2)cc1
    77	104	95	86	102	115	87	113
CN1C(=O)N(C)C2SC(N/N=C/c3ccccc3F)=NC21 (configuration not stated)
    16	0.6*	17	64	45	50	32	86
Cc1nc(C(=O)O)c(C)c(=O)[nH]1
    105	97	105	93	101	120	95	113
Nc1ncnc2nc(-c3ccccc3)[nH]c12
    83	.	99	95	111	100	99	105
CCN1CCN(c2nc(O)c(/C=C3\C=Nc4ccccc43)s2)CC1
    75	107	89	95	101	101	86	105
Clc1ccc(Nc2scc3[n+]2CCC3)cc1
    113	86	.	90	99	96	90	100
Clc1ccc(-c2nc(-c3ccc(-c4nc5ccccc5[nH]4)cc3)no2)cc1
    .	97	.	99	97	100	99	104
O=C(n1ccc2cc(OS(=O)(=O)c3ccccc3)ccc21)C12CC3CC(CC(C3)C1)C2
    82	86	78	78	96	88	95	79
Cc1cc(=O)[nH]c(=O)[nH]1
    .	94	102	100	100	106	96	90
COc1ccc(-c2cc(C(=O)N/N=C/c3c[nH]c4ccccc34)no2)cc1
    .	92	79	91	95	94	83	100

One compound at a time (already shown).
Nc1ncnc2nc(-c3ccccc3)[nH]c12 across the screens: SR: 83; MDA-MB-468: .; K-562: 99; T-47D: 95; BT-549: 111; MDA-MB-231: 100; MCF7: 99; HS 578T: 105
CCN1CCN(c2nc(O)c(/C=C3\C=Nc4ccccc43)s2)CC1 across the screens: SR: 75; MDA-MB-468: 107; K-562: 89; T-47D: 95; BT-549: 101; MDA-MB-231: 101; MCF7: 86; HS 578T: 105

(listing goes on)
Every second line gives: SR	MDA-MB-468	K-562	T-47D	BT-549	MDA-MB-231	MCF7	HS 578T
COc1ccccc1-c1nc2ccc3[nH]ncc3c2c2c1CCCC2
    29	47	83	74	77	62	69	45
O=c1[nH]c(NC2CCCC2)nc2sc3c(c12)CCCC3
    76	99	102	80	86	99	75	98
NS(=O)(=O)c1ccccc1NC(=O)Nc1nc2ccccc2s1
    94	104	97	87	98	97	82	100
O=S(=O)(Oc1ccc(-c2cn3ccsc3n2)cc1)c1ccc(F)cc1
    88	85	93	95	109	108	90	101
N#Cc1c(-c2ccccc2F)cc(-c2ccc(Br)s2)[nH]c1=O
    113	105	94	.	121	85	87	96
O=[N+]([O-])c1ccc(S(=O)(=O)N/N=C/c2ccc3c(c2)OCO3)cc1
    104	99	115	102	126	100	99	102
Cc1ccc(S(=O)(=O)OCCCCOS(=O)(=O)c2ccc(C)cc2)cc1
    88	82	113	96	103	109	105	96
O=S1(=O)CC(Cl)C(Cl)C1 (configuration not stated)
    60	91	85	65	85	106	85	112
Cc1nc2sc(C(=O)Nc3ccc4c(c3)OCCO4)c(N)c2cc1C(C)O (configuration not stated)
    111	96	101	86	108	99	87	117
COc1ccc(-c2cc(-c3cc(OC)c(OC)c(OC)c3)c(C#N)c(=O)n2Cc2ccc(C(=O)NO)cc2)cc1
    79	102	83	71	90	83	88	84
O=c1cc(-c2ccccc2)[nH]c(=S)[nH]1
    92	115	96	107	97	103	95	103
O=C(Cn1ccc(Nc2ccccc2)cc1=O)Nc1ccccc1C(=O)c1ccccc1
    100	95	111	95	107	105	103	103
CC#Cc1nc(Nc2cc(C)[nH]n2)c2ccccc2n1
    -5.2*[100 µM]	1.4*[100 µM]	9.5*[100 µM]	2.7*[100 µM]	-62*[100 µM]	-35*[100 µM]	6.0*[100 µM]	.
O=C(CCl)c1cccnc1C(=O)O
    95	113	102	100	107	111	98	110
NS(=O)(=O)c1ccc(CCn2c(SCC(=O)N/N=C/c3ccccc3Cl)nc3ccccc3c2=O)cc1
    17	42	12	50	54	60	33	77
CCCCCCc1cc2cc(-c3csc(/C=C/c4ccccc4)n3)c(=O)oc2cc1O
    -7.2*	-21*	-26*	5.5*	41	-8.2*	8.1*	3.4*
Cc1nn(-c2ccccc2)c(C)c1C(=O)Nc1nnc(-c2ccco2)o1
    47	.	85	94	113	99	99	118
COC(=O)c1nc(=S)[nH]c(C(=O)OC)c1C(=O)c1ccc(O)cc1
    102	102	113	110	124	107	108	98

Six entries picked at random from the list so far, as already listed:
Every second line gives: SR	MDA-MB-468	K-562	T-47D	BT-549	MDA-MB-231	MCF7	HS 578T
COc1ccccc1-c1nc2ccc3[nH]ncc3c2c2c1CCCC2
    29	47	83	74	77	62	69	45
O=C(Cn1ccc(Nc2ccccc2)cc1=O)Nc1ccccc1C(=O)c1ccccc1
    100	95	111	95	107	105	103	103
CC#Cc1nc(Nc2cc(C)[nH]n2)c2ccccc2n1
    -5.2*[100 µM]	1.4*[100 µM]	9.5*[100 µM]	2.7*[100 µM]	-62*[100 µM]	-35*[100 µM]	6.0*[100 µM]	.
COC(=O)c1nc(=S)[nH]c(C(=O)OC)c1C(=O)c1ccc(O)cc1
    102	102	113	110	124	107	108	98
NS(=O)(=O)c1ccc(CCn2c(SCC(=O)N/N=C/c3ccccc3Cl)nc3ccccc3c2=O)cc1
    17	42	12	50	54	60	33	77
O=c1[nH]c(NC2CCCC2)nc2sc3c(c12)CCCC3
    76	99	102	80	86	99	75	98
